PPARg SRC1 recr: promotes SRC-1 coactivator recruitment by human PPARgamma | P37231 | PPARgamma-SRC-1 coactivator recruitment biochemical assay | activation, % at 8 µM | 0.41% of 200,000 active | AID 631; in the data active = activation above about 19%;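 note: 0% = DMSO and 100% = reference agonist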
bIAP inh: blocks bovine intestinal alkaline phosphatase activity; purified bovine IAP, CDP-star luminescence, 30 min; inhibition, % at 20 µM; 190,000 tested, under 10 active;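 active = over 50% inhibition of intestinal alkaline phosphatase at 20 µM in the single-dose screen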
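Assay system – bovine IAP enzyme · Quantity – bovine IAP at 1/65,000,000 final dilution · Detection – CDP-star luminescence signal · Times – 30 min reaction at room temperature · Also added – CDP-star substrate at 30 µM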
S1P3 antag: antagonists of human S1P3 receptor; Q99500; CHO S1P3 NFAT-BLA reporter, FRET fluorescence, antagonist mode; inhibition, % at 4.98 µM; 0.27% of 170,000 active;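 active = inhibition above the plate cutoff, the mean inhibition of test wells on that plate plus 3 SD, cut at about 28% in these data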;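 note: cells challenged with S1P at its EC80 of 0.8 µM; blue over green emission ratio from cleaved BLA substrate after 4 h stimulation; 0% = S1P-stimulated wells and 100% = unstimulated DMSO-only wells; some compounds past the cut are filed as inactive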
Target sequence (Q99500 whole entry, looked up): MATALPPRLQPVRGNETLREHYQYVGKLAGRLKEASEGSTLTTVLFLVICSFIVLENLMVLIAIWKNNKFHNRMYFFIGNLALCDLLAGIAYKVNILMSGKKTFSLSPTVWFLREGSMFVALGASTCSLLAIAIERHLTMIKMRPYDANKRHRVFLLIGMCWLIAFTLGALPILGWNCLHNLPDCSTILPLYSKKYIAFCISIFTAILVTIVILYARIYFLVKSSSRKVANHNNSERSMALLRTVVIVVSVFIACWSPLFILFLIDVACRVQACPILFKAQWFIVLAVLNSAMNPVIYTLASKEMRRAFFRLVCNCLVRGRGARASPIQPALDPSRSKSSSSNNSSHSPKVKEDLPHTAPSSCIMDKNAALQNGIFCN
DTT redox prof: compounds producing H2O2 with reducing agent – biochemical, NIH compound library profiling, artefact control for MLSCN library redox annotation, primary screen; 0.03% of 200,000 active; activation, % at 10 µM; DTT-dependent redox cycling H2O2, phenol red/HRP absorbance; 100% = 100 µM peroxide control, 0% = buffer;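 active = activation of at least 50% relative to the plate's high and low controls in the primary single-dose screen; inactive = activation below 50%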;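 note: compound incubated with DTT at 0.8 mM final as the reducing agent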
RAM inhibit: blocks the yeast RAM network | 1.8% of 190,000 active | AID 868 | inhibition, % at 50 µM | S. cerevisiae dse1pr::URA3 reporter, 5-FOA growth OD615, 2 d; analog-sensitive cbk1-as2 kinase mutant strain;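 active = inhibition above a set limit, 3 SD over mean compound inhibition, cut at about 8.4% in these data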;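 note: 0% = DMSO-only wells with no growth and 100% = 10 µM 1-NA-PP1 full growth; inhibition rescues growth on 5-FOA so higher OD means more RAM inhibition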
ROMK primary: human ROMK K+ channel modulation, primary screen; B-score at 10 µM; Tet-inducible ROMK, thallium flux fluorescence; actives lie on both sides; 2% of 130,000 active;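 active = signal ratio slope over the read window, or its plate-corrected B-score, at least 3 SD from the plate mean, either direction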;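 note: B-score of the F/F0 ratio slope over 7 to 12 s after thallium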
Target sequence (P48048 whole entry, looked up): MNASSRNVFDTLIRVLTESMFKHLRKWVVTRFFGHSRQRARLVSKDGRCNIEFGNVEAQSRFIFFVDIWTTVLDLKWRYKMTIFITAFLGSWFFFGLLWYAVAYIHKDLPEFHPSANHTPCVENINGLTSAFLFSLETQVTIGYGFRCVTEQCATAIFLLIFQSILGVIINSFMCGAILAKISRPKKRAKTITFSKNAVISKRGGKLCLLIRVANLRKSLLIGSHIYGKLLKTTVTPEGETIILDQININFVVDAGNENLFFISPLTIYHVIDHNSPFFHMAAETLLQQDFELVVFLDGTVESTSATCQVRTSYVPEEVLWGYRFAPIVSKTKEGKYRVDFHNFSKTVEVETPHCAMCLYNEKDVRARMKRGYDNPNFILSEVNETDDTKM
SRC2 TRFRET art: counter-screen for PPARgamma SRC-2 recruitment agonists: TR-FRET artefact; 0.4% of 200,000 active; active compounds read high; AID 1049; TR-FRET ratio at 8 µM; in the data active = TR-FRET ratio above about 2000; note: inactives centre near 1500; reference of the scale not given here
Efa HMGR inh: E. faecalis class II HMG-CoA reductase inhibition; purified E. faecalis HMGR, NADPH absorbance 340 nm kinetic; inhibition, % at 10 µM; 0.41% of 190,000 active;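 active = inhibition above a set limit, the median over all tested compounds plus 3 SD, cut at about 9.5% in these data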;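 note: enzyme runs in reverse so mevalonate oxidation gives rising NADPH absorbance; 0% = complete reaction with DMSO and 100% = background rate lacking mevalonate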
PPARg SRC-2 ag: agonists of SRC-2 recruitment by human PPARgamma; PPARgamma LBD-SRC-2 recruitment, biochemical; AID 1032; activation, % at 8 µM; 0.34% of 200,000 active; P37231; in the data active = activation above about 22%;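 note: 0% = vehicle and 100% = reference agonist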
Lmaj promast: inhibitors of Leishmania major promastigote growth | Leishmania major promastigotes, resazurin fluorescence viability | inhibition, % at 10 µM | 9% of 200,000 active; in the data active = inhibition above about 50%;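 note: promastigotes grown with compound for 44 hours at 28 °C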
PPARg SRC3 recr: agonists of human PPARgamma SRC-3 coactivator recruitment; P37231; biochemical PPARgamma/SRC-3 coactivator recruitment assay; activation, % at 8 µM; 0.26% of 200,000 active; in the data active = activation above about 23%;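 note: 0% = DMSO and 100% = reference agonist; some compounds past the cut are filed as inactive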
* = called active by the depositor; . = no result given.

Value order – DTT redox prof, bIAP inh, Efa HMGR inh, S1P3 antag, PPARg SRC-2 ag, PPARg SRC1 recr, SRC2 TRFRET art, RAM inhibit, ROMK primary, PPARg SRC3 recr, Lmaj promast
1) Cc1cc(NC(=O)CSc2ccc3nnc(-c4cccnc4)n3n2)no1
    0.1, 7, -3, -14, -3, 4, 1635, 2.9, ., 13, -3
2) O=C(COC(=O)c1ccc(CNS(=O)(=O)c2ccc(F)c(Cl)c2)cc1)NC1CCCCCCC1
    -0.1, 5, -7, 4, 5, 1, 1620, 3.6, ., 9, -7
3) CC(=O)Nc1ccccc1C(=O)C(=O)Nc1cccc(C(=O)NC2CC2)c1
    -0.1, 4, 6, -14, -3, 1, 1472, 2.0, 0.039, 5, -2
4) Cc1cccc(C(C)C)c1NC(=O)CN(C)Cc1cccc(F)c1
    -0.2, 3, -6, -2, 11, 1, 1732, 1.3, -0.46, 0, 72*
5) C/C(=C(\C#N)C(=O)NCCN1CCOCC1)N(C)C
    -0.8, 1, -1, -7, -3, 9, 1676, 2.0, 1, 12, -8
6) Cc1c(C(=O)Nc2ccccc2)oc2c1C(=O)CC(C)(C)C2
    3.2, 13, -9, 7, -3, 6, 1336, 0.7, ., -2, 6
7) Cc1ncc([N+](=O)[O-])n1CC(=O)NC1CCCCC1
    0.2, 17, -1, 4, -3, -2, 1381, 1.2, ., -4, 83*
8) Cc1ccc(S(=O)(=O)N(C(=O)c2ccncc2)c2ccc3oc4c(c3c2)CCCC4)cc1[N+](=O)[O-]
    -0.4, -3, 0, -2, -2, 0, 1625, 3.4, ., 0, -2
9) O=C(Nc1nccc(-c2cccs2)n1)c1cccs1
    -6.1, 12, -7, ., 4, -2, 1536, 2.3, 0.63, 3, 25
10) Cc1sc2nc(C)n(/N=C/c3ccc(O)cc3O)c(=O)c2c1C
    0.4, 4, 0, -16, 5, 9, 1456, 1.6, -1.3, 2, -5
11) O=C(CCN1C(=O)COc2ccccc21)NCCCN1CCN(c2ccccc2F)CC1
    23, -6, -7, 7, 0, 6, 1519, -1.5, ., 14, 34
12) O=C(/C=C/c1cccc([N+](=O)[O-])c1)NCC1CCCO1 (stereo not drawn)
    -8.0, 13, 1, ., 8, 10, 1605, 0.1, ., 6, 2
13) O=C(O)CCc1ccc(-c2ccc(Br)cc2)n1Cc1ccco1
    2.8, 10, 0, -26, 3, 0, 1533, 3.7, ., -21, 12
14) Clc1ccc(OCc2nnc(-c3ccccc3Br)o2)cc1
    -0.2, ., -8, -7, -6, 4, 1582, 5.8, ., 5, -8
15) CCOc1ccc(NS(=O)(=O)c2ccc(NC(=S)NC(C)=O)cc2)cc1
    -1.2, -15, -5, 4, 1, 5, 1374, 4.4, -0.76, -1, -6
16) N/C(=N\OC(=O)N1CCOCC1)c1ccc(Cl)cc1
    -0.2, -5, -3, -16, 10, 6, 1753, 0.6, ., 3, 12
17) C=CCNC(=O)/C(=C/c1ccc(Br)cc1)NC(=O)c1ccccc1OC
    -0.3, -2, 0, 12, -3, -1, 1600, 7.2, ., 0, 8
18) Cc1ccc2cccc(Oc3nnnn3-c3ccccc3)c2n1
    -0.3, 18, -5, 9, 2, 13, 1599, -0.1, -0.94, -11, 8
19) COc1ccc(-c2nnn(CC(=O)N(Cc3ccc(F)cc3)C(C(=O)NC3CCCC3)c3ccc(F)cc3)n2)cc1 (stereo not drawn)
    -1.3, ., ., ., -5, -2, 1518, ., ., -4, 3
20) CCCc1nc2ccccc2c(=O)n1NC(=O)c1c(O)c2ccccc2[nH]c1=O
    -3.2, -16, -6, -6, 9, 12, 1542, 0.8, ., 1, 6
21) COc1ccc(C2SCCN2C(=S)Nc2cccc(Cl)c2)cc1 (stereo not drawn)
    0.2, -2, -2, -6, 11, 2, 1661, 0.8, ., 2, 80*
22) COc1ccc(C(CCNCc2ccc(F)cc2)c2ccc(F)cc2)cc1 (stereo not drawn)
    1.5, 18, 1, 8, 5, 2, 1584, 0.3, -3.1, -1, 72*
23) COc1ccc(-n2c(SCc3cn4c(C)cccc4n3)nc3ccccc3c2=O)cc1OC
    -1.9, -17, 8, 16, -1, 7, 1761, 2.5, 0.055, 1, 44
24) CCOC(=O)Cn1c(=N)n(CCOc2ccc3ccccc3c2)c2ccccc21
    0.0, -4, -1, ., 7, -1, 1561, 1.1, -4.2*, 1, 15
25) Cn1sc(NC(=O)c2cccc(Cl)c2)nc1=O
    2.7, -2, -4, ., -1, -3, 1431, 0.4, ., -12, -6
26) Cc1ccc(SCC(=O)NC(=O)Nc2ccc3c(c2)OCCO3)c(C)c1
    0.7, 37, 3, -7, 1, -5, 1424, 5.2, ., -2, -1
27) CCOc1ccccc1N(CC(=O)NCCSc1ccccc1)S(C)(=O)=O
    -0.4, -3, -4, -2, -3, -3, 1381, 0.8, 1.4, -1, -4
28) COCCCN1C(=O)/C(=C\c2ccc3c(c2)OCO3)C(C(=O)OC)=C1C
    -0.6, 4, 0, -10, 7, 3, 1404, -0.4, 0.62, 1, 27
29) C/C(=N/NC(=O)c1ccc2c(c1)OCO2)c1ccc(Br)s1
    0.1, 11, -5, -1, -1, -4, 1604, 1.0, 0.51, 2, -2
30) Cc1cccnc1CN1CCN(Cc2nc(Cc3cccc(F)c3)no2)CC1
    0.2, 7, -4, -8, 7, 5, 1710, 0.3, -0.059, 2, -3
31) COc1cc(NC(=S)NC(=O)c2ccccc2F)ccc1NC(=O)c1ccco1
    -0.1, 11, -1, 11, -2, -6, 1377, 2.0, ., -3, -5
32) Cc1ccc(S(=O)(=O)N2CN(Cc3ccco3)c3nc4ccccc4nc32)cc1
    -4.3, 3, 0, ., 6, -1, 1418, 0.6, ., 11, 58*
33) Cc1cc(O)cc(O[C@H]2OC(CO)[C@H](O)[C@@H](O)[C@H]2O)c1 (stereo partly drawn)
    0.3, 0, 2, -23, 6, 9, 1582, 1.6, 0.71, 0, -7
34) COc1ccc(C2(C)NC(=O)N(CC(=O)Nc3ccc(-c4nc5ccc(C)cc5s4)cc3)C2=O)cc1 (stereo not drawn)
    -0.7, -4, 1, 8, 4, 6, 1907, 6.4, 1.5, 0, 30
35) O=C(NN1CCOCC1)c1cc(-c2ccncc2)nc2ccccc12
    -2.1, -1, -6, 11, -1, -3, 1713, 1.6, 0.11, -2, -4
36) Cc1ccc(N(C(=O)Cc2cccs2)C(C(=O)NCC2CCCO2)c2ccncc2)cc1 (stereo not drawn)
    0.0, -1, -1, 1, 2, 7, 1539, 2.9, ., 7, 4
37) CCOC(=O)N1CCN(C2CC(=O)N(c3ccccc3)C2=O)CC1 (stereo not drawn)
    0.0, 2, 3, -14, 3, 1, 1508, 1.1, 0.8, 2, -9
38) N#Cc1c(NC(=O)CCCC(=O)O)sc2c1CCCCC2
    -0.2, 18, -3, -3, 2, -3, 1376, 0.3, -0.22, -1, -6
39) COc1ccc(C2=C(Nc3ccccc3)c3ccccc3C2=O)cc1
    0.9, 37, -4, 10, 4, -2, 1605, 6.4, 0.77, -1, 3
40) CCOc1ccccc1N(CC(=O)NCCOC)C(=O)CCC(=O)Nc1ccccn1
    -0.4, -2, -4, -17, -5, -4, 1359, 0.1, 0.62, -4, -2

Profiles, looked up by structure. Screens in order: DTT redox prof, bIAP inh, Efa HMGR inh, S1P3 antag, PPARg SRC-2 ag, PPARg SRC1 recr, SRC2 TRFRET art, RAM inhibit, ROMK primary, PPARg SRC3 recr, Lmaj promast
O=C(NN1CCOCC1)c1cc(-c2ccncc2)nc2ccccc12 is listed with -2.1, -1, -6, 11, -1, -3, 1713, 1.6, 0.11, -2, -4
CC(=O)Nc1ccccc1C(=O)C(=O)Nc1cccc(C(=O)NC2CC2)c1 is listed with -0.1, 4, 6, -14, -3, 1, 1472, 2.0, 0.039, 5, -2

Next section
Value order – DTT redox prof, bIAP inh, Efa HMGR inh, S1P3 antag, PPARg SRC-2 ag, PPARg SRC1 recr, SRC2 TRFRET art, RAM inhibit, ROMK primary, PPARg SRC3 recr, Lmaj promast
41) CC(=O)c1cc(-c2ccccc2)n(CC(=O)N2CCCCC2)c1C
    0.4, -7, 0, ., -4, -4, 1585, -0.3, 3*, 3, -9
42) O=C(CN1CC(=O)Nc2ccccc21)Nc1ccc(F)c(F)c1
    -0.7, 2, -8, -43, 19, 12, 1716, 7.4, -0.24, 2, 6
43) O=c1c(Br)c(Br)cnn1-c1ccccc1
    0.3, -1, -1, 6, 34*, 38*, 2405*, -0.5, -0.43, 32*, 101*
44) CC(=O)N1CCCc2cc(S(=O)(=O)N(CC(C)C)CC(C)C)ccc21
    -0.2, -7, 2, -5, 1, -6, 1401, 0.4, ., -6, 85*
45) Cc1ccc(NC(=O)c2ccc3c(c2)C(=O)N(CC2CCCO2)C3=O)cc1C (stereo not drawn)
    -1.5, -2, -4, -11, 0, 3, 1477, 2.1, -0.69, 1, 34
46) O=C(c1ccc(OC2CCN(Cc3ccccn3)CC2)cc1)N1CCCCO1
    13, -11, -10, -15, -2, 8, 1551, 0.9, 1.1, -5, 67*
47) c1ccc(-n2cnc3cc(NCc4ccncc4)ccc32)cc1
    2.4, -8, -4, -66, 8, 1, 1530, 1.2, -0.098, 7, 3
48) CSc1nnnn1-c1cccc(O)c1
    3.5, 11, 4, -7, 4, 1, 1625, 1.0, ., -5, -6
49) Cc1ccccc1CS(=O)(=O)Cc1ccc(C(=O)NCCCN2CCCC2=O)o1
    -0.5, 4, 1, -15, -2, 0, 1473, 1.6, 0.25, 1, -5
50) c1ccc(Nc2nc3ccccc3n3cnnc23)cc1
    -0.2, 0, 0, -3, -2, 1, 1711, 0.9, ., 6, 1
51) Cc1cc(NC(=O)CSc2ncnc3ccccc23)no1
    0.0, 4, -2, 12, 0, -4, 1499, 1.9, ., -1, 2
52) O=C1CC(N2CCN(C/C=C/c3ccccc3)CC2)C(=O)N1CCc1ccccc1 (stereo not drawn)
    -0.1, -4, -5, -24, -10, -3, 1459, 2.1, ., -2, 93*
53) Cc1cc(C)cc(OCC(O)CN2C(=O)NC(C)(C)C2=O)c1 (stereo not drawn)
    -0.6, 0, -1, -17, 5, 5, 1665, -0.5, ., 3, -1
54) CCCNC(=O)CSc1nnc(-c2ccccc2Br)n1-c1cccc(C(F)(F)F)c1
    0.0, -33, 1, -10, 6, -3, 1427, 0.2, ., 0, 79*
55) CC(=O)N1CCN(c2ccc([N+](=O)[O-])cc2)CC1
    -0.8, 15, -3, -35, 8, 0, 1681, 3.0, 0.67, 3, -2
